Source: PubChem BioAssay
phage Ecoli inh: growth loss of phage-infected E. coli, primary screen, RecBCD inhibitor project, absorbance, with phage, HTS; 360,000 compounds, 0.26% hits; inhibition, % at 11.9 µM; in the data active = inhibition above about 11%
* hit, by the source's call. The list is partial (hit frequency here may not be typical).

SMILES	phage Ecoli inh
COc1cccc(C(O)c2nc(-c3cccc(C(=O)O)c3)cs2)c1 (stereo not drawn)	3.6
OC[C@@H]1CN(Cc2ccco2)C[C@H](n2cnc3c(N4CCOCC4)ncnc32)O1	4.3
CCCCN(C=O)c1c(CC)nc2c(OCc3ccc(Cl)cc3)cccn12	2.6
Cc1ccc(Nc2nc(N)nc(N)c2N=O)cc1Cl	2.7
COC(=O)C[C@@H]1C=C[C@@H](NC(=O)CN(C)C)[C@@H](CO)O1	0.0
C=CCNc1ccc2c(c1)OC[C@@H](CC(C)C)NS2(=O)=O	1.2
CC(=O)Nc1ccc(NC(=O)c2csc([C@@H]3C[C@H](O)[C@@H](CO)O3)n2)cc1	3.7
O=C(NCc1ccccc1)[C@@H]1CCCN1C(=O)[C@@H]1CCCN1C(=O)c1cccc2ccccc12	1.4
CCOC(=O)[C@]12CCCC=C1N(Cc1ccc3c(c1)OCO3)C(=O)[C@H](CC(=O)N1CCCCC1)C2	1.7
CCCCC[C@@H](C)N1C[C@@H](COCc2ccccc2)Oc2cc(N3CC[C@H](O)C3)ccc2S1(=O)=O	-1.8
COc1ccc(-c2nc3c(Cl)cc(C(F)(F)F)cn3c2Cc2cccc(Cl)c2)cc1OC	1.1
CC(C)n1nnnc1C1c2ccccc2C(=O)N1CCc1ccc(O)cc1 (stereo not drawn)	5.6
CC1(C(=O)Nc2cccc(OC(F)(F)F)c2)Cc2c(-c3ccc(C(N)=O)cc3)ccnc2O1 (stereo not drawn)	0.0
Cc1ccc2nc(-c3cccc(Br)c3)c(Cc3cccc(F)c3)n2c1	2.0
O=c1cc(CN2CCCC2)c2c(ccc3ccccc32)o1	3.8
CCc1nc2c(OCCOc3ccc(F)cc3)cccn2c1N(C)C(=O)c1ccc(C)cc1	1.7
COc1cccc(Nc2nc(C(N)Cc3ccccc3)cs2)n1 (stereo not drawn)	-1.5
Cn1c(=O)c2cc(NC(=S)NCc3ccccc3F)ccc2n1Cc1ccccc1	0.3
O=C1c2ccccc2C(c2nnnn2-c2ccc3c(c2)OCCO3)N1Cc1ccccc1 (stereo not drawn)	-0.5
Nc1[nH]c(C(=O)c2ccccc2)c(-c2ccc3ccccc3c2)c1C(=O)NCc1ccc(F)cc1	-0.5
CC1(C(=O)NS(=O)(=O)c2cccs2)CCN1C(=O)CC1CC1 (stereo not drawn)	1.6
C(=C\c1ccccc1)/CN1CCN(C(c2cccc3ccccc23)c2nnnn2Cc2ccccc2)CC1 (stereo not drawn)	6.1
O=C(Nc1cccc(Cl)c1)c1ccc2sc([C@H]3C[C@H](O)[C@@H](CO)O3)nc2c1	1.0
CC(C)Oc1ccc(CN2CCC2(C)C(=O)Nc2ccc3c(c2)OCO3)cc1 (stereo not drawn)	0.0
CN(Cc1cn(Cc2ccc(F)cc2)nn1)C1CN(Cc2cn(Cc3ccc(F)cc3)nn2)S(=O)(=O)C1 (stereo not drawn)	-0.2

Additional results follow:
SMILES	phage Ecoli inh
O=C(NC1CCCCCC1)c1[nH]c(C(F)(F)F)nc1-c1ccccc1	0.3
Cn1nccc1-c1ccc(C(=O)Nc2cccc(NS(C)(=O)=O)c2)c2occc12	0.9
CCCc1c(-c2cccc(Cl)c2)ncn1Cc1ccccc1OC	2.6
COC(=O)C1=C(C)N(Cc2ccc(C(F)(F)F)cc2)C(=NCc2ccc3c(c2)OCO3)NC1c1ccccc1 (stereo not drawn)	3.5
Cc1ccc(S(=O)(=O)NC(=O)C2(C)CCN2C(=O)c2c(C)noc2C)cc1 (stereo not drawn)	1.2
Cc1cc(N2CCN(C(=O)Oc3ccc([N+](=O)[O-])cc3)CC2)c2ccccc2n1	0.4
CC(C)C[C@@H](CN1CCC[C@H]1CN1C(=O)C(=O)NC[C@@H]1Cc1ccccc1)N1C[C@H](Cc2ccc(O)cc2)N(CC2CCCCCC2)C(=O)C1=O	1.8
CCc1nc2c(OCc3ccc(Cl)cc3)cccn2c1N(C)C(=O)c1ccc(C)cc1	1.1
CN(Cc1ccccc1)C(=O)c1csc([C@H]2C[C@H](O)[C@@H](CO)O2)n1	3.6
C[C@@H]1CN([C@@H](C)CO)C(=O)CCCn2cc(nn2)CO[C@H]1CN(C)C(=O)Nc1ccccc1F	1.8
COCCNC(=S)N(C)[C@H]1C[C@H]2c3[nH]c4c(-c5ccc6c(c5)OCO6)cccc4c3CCN2C(=O)[C@H]1[C@H](C)O	0.3
CC[C@@H]1CC2=C(C(=O)OC(C)(C)O2)[C@H](c2ccc(Cl)cc2)O1	2.2
CC(C)Nc1nc(NCCO)nc2ccccc12	3.5
CC(=O)Nc1ccc(-c2ccnc3c2CC(C(=O)Nc2ccc4c(c2)OCO4)O3)cc1 (stereo not drawn)	1.5
CN(C)CCNC(=O)c1cccc(-c2cnc3c(NC=O)cc(-c4ccc(F)cc4)cn23)c1	3.3
CC1(Oc2ccccc2-c2ccn[nH]2)CCN(Cc2ccc(OC(F)(F)F)cc2)C1 (stereo not drawn)	2.6
CCCN1CCCCC(NC(=O)c2ccc(Cl)cc2Cl)C1=O (stereo not drawn)	2.6
c1ccc(Oc2ccccc2-c2cc(NCCc3cccnc3)n3nccc3n2)cc1	2.6
OC(c1ccccc1)(c1nc(-c2cccc(F)c2)cs1)C(F)(F)F (stereo not drawn)	-1.0
COc1ccc(-c2ccc(C(=O)NCCc3ccccc3)c3occc23)c(C)c1	3.6
CC(C)c1ccc(C(=O)N2CCCCC2c2cc(C(=O)NCc3cccnc3)no2)cc1 (stereo not drawn)	1.9
CC(C)CC(N)c1csc(NC(=O)NCCc2ccccc2)n1 (stereo not drawn)	1.3
COc1ccc(NC(=O)c2cc(C3CCCCN3C(=O)c3ccccc3)on2)c(C)c1 (stereo not drawn)	3.9
CCC(=O)N1CCCC1(C)C(=O)Nc1ccc2scnc2c1 (stereo not drawn)	1.9
CN(Cc1ccccc1F)c1cc2c(c3c1ccn3C)C1CCC2C1 (stereo not drawn)	1.3

More compounds
SMILES	phage Ecoli inh
Cn1c(NCCOc2ccccc2Cl)nc2cc(-c3ccc(F)cc3)sc2c1=O	2.4
CC(C)(C)c1ccc(C#C[C@@H]2C=C[C@H]3OC(=O)CC/C=C/CCC(=O)OC[C@H]3O2)cc1	2.9
CCCS(=O)(=O)NC(=O)C1(C)CCCN(C(=O)c2cc(C)nn2C(C)(C)C)C1 (stereo not drawn)	4.4
CC(C)NC(=O)C1(C)CSCC(=O)N1C1CC1 (stereo not drawn)	1.6
COc1ccc(-c2cc(NC=O)c3ncc(-c4ccc(C(C)=O)cc4)n3c2)cc1OC	1.5
C[C@H]1CN(c2ccc(N3CCN(C(=O)OC(C)(C)C)C[C@@H]3C)cc2C#N)CCN1Cc1ccccc1	7.3
Cn1nc(C(C)(C)C)cc1C(=O)N1CCCCC1c1cc(C(=O)NCc2cccnc2)no1 (stereo not drawn)	2.3
CC(C)CC(c1nc2ccccc2[nH]1)n1c(-c2ccccc2Br)nc2ccccc21 (stereo not drawn)	3.7
CCOC(=O)C1(C)CCCCN1C(=O)c1ccc(F)c(C)c1 (stereo not drawn)	1.3
COc1ccc(-c2nc3c(Cl)cc(C(F)(F)F)cn3c2Cc2ccc(C)cc2)cc1OC	-0.2
Cc1cccc(C(O)c2ncc(-c3ccc4ccccc4c3)[nH]2)c1C (stereo not drawn)	4.7
COc1ccc(-c2nc3ccc(Cl)cn3c2CC(C)(C)C)cc1OC	1.0
O=C1CCSC2=C1SCc1sccc12	3.1
Brc1ccc(-c2nc3ccc(Br)cn3c2Cc2ccccc2)cc1	2.2
CN(Cc1ccccc1)C(=O)c1ccc(NC(=O)Cc2ccc(NC(=O)C3CCN(C(=O)C4CC4)CC3)cc2)cc1	2.6
CC1(C(=O)NS(=O)(=O)c2cccc(C#N)c2)CCN1C(=O)Cc1ccccc1 (stereo not drawn)	2.6
O=S1(=O)CC(N2CCN(c3ccccn3)CC2)CN1Cc1ccccc1 (stereo not drawn)	-0.1
CCc1nc2c(OCc3ccc4c(c3)OCO4)cccn2c1N(C=O)Cc1ccc(OC)cc1	1.3
O=C(N[C@@H](Cc1cccnc1)C(=O)N1CCC[C@H]1C(=O)NCc1ccccc1)c1ccccc1	2.8
CC1=C(C(=O)N(C(C)C)C(C)C)CC(CC(=O)NCc2ccco2)C(=O)N1CCC1=CCCCC1 (stereo not drawn)	-0.9
Cc1ccccc1CC(=O)Nc1ccc2c(c1)c(=O)n(C)n2-c1cccs1	2.6
COc1ccc(-c2cc3nc(NCCCN(C)C)n(C)c(=O)c3s2)c(C)c1	1.1
CC(C)(C)C(=O)c1c(N)[nH]c(C(=O)c2ccccc2)c1-c1ccc(Cl)cc1Cl	5.2
CCNC(=O)C1(C)CCN(C(=O)c2cc(OC)c(OC)c(OC)c2)C1 (stereo not drawn)	2.9
Cc1cccc(C)c1NC(=O)C(C)n1c(-c2ccc(=O)[nH]c2)nc2ccccc21 (stereo not drawn)	3.0

Shown with the structure last: 15 of the compounds above
phage Ecoli inh | canonical_smiles
4.7 | Cc1cccc(C(O)c2ncc(-c3ccc4ccccc4c3)[nH]2)c1C (stereo not drawn)
1.0 | COc1ccc(-c2nc3ccc(Cl)cn3c2CC(C)(C)C)cc1OC
3.1 | O=C1CCSC2=C1SCc1sccc12
2.2 | Brc1ccc(-c2nc3ccc(Br)cn3c2Cc2ccccc2)cc1
2.6 | CN(Cc1ccccc1)C(=O)c1ccc(NC(=O)Cc2ccc(NC(=O)C3CCN(C(=O)C4CC4)CC3)cc2)cc1
2.6 | CC1(C(=O)NS(=O)(=O)c2cccc(C#N)c2)CCN1C(=O)Cc1ccccc1 (stereo not drawn)
-0.1 | O=S1(=O)CC(N2CCN(c3ccccn3)CC2)CN1Cc1ccccc1 (stereo not drawn)
1.3 | CCc1nc2c(OCc3ccc4c(c3)OCO4)cccn2c1N(C=O)Cc1ccc(OC)cc1
2.8 | O=C(N[C@@H](Cc1cccnc1)C(=O)N1CCC[C@H]1C(=O)NCc1ccccc1)c1ccccc1
-0.9 | CC1=C(C(=O)N(C(C)C)C(C)C)CC(CC(=O)NCc2ccco2)C(=O)N1CCC1=CCCCC1 (stereo not drawn)
2.6 | Cc1ccccc1CC(=O)Nc1ccc2c(c1)c(=O)n(C)n2-c1cccs1
1.1 | COc1ccc(-c2cc3nc(NCCCN(C)C)n(C)c(=O)c3s2)c(C)c1
5.2 | CC(C)(C)C(=O)c1c(N)[nH]c(C(=O)c2ccccc2)c1-c1ccc(Cl)cc1Cl
2.9 | CCNC(=O)C1(C)CCN(C(=O)c2cc(OC)c(OC)c(OC)c2)C1 (stereo not drawn)
3.0 | Cc1cccc(C)c1NC(=O)C(C)n1c(-c2ccc(=O)[nH]c2)nc2ccccc21 (stereo not drawn)

New compounds follow.
SMILES	phage Ecoli inh
Cc1cccc(N2CCN(C(=O)c3[nH]c(C(F)(F)F)nc3-c3ccccc3)CC2)c1C	2.0
COC(=O)c1cc2c(c3c4ccccc4n(S(C)(=O)=O)c13)C(=O)N(Cc1ccccc1)C2	3.0
CC1(C(=O)Nc2ccc3c(c2)OCCO3)CSCC(=O)N1CCCN1CCOCC1 (stereo not drawn)	0.8
CCOC(=O)C1=C(C(=O)OCC)C2N(Cc3ccc(C#N)cc3)c3ccccc3[C@@]23C[C@@H](C(=O)OC)N(S(=O)(=O)c2ccc(F)cc2)C3=N1 (stereo partly drawn)	2.7
CC(=O)c1cccc(NC(=O)c2cccc3c(-c4cccnc4)coc23)c1	0.2
CC1(C(=O)NS(=O)(=O)c2ccc(C#N)cc2)CCN1C(=O)CC1CCCCC1 (stereo not drawn)	-0.6
CCOc1ccc(-c2cc(C(=O)NCc3ccc(F)cc3)[nH]n2)c(C)c1	1.8
CN[C@H]1C[C@@H](c2ccccc2Br)N(C(C)=O)C[C@H]1CO	2.2
CC1(C(=O)NS(=O)(=O)c2ccccc2C(F)(F)F)CCN1C(=O)c1cccc(F)c1 (stereo not drawn)	2.5
Cn1cc(-c2csc(C(O)(c3ccccc3)C(F)(F)F)n2)cn1 (stereo not drawn)	1.8
CC1(C(=O)NS(=O)(=O)c2ccccc2Cl)CCN1C(=O)COc1ccc(Cl)cc1 (stereo not drawn)	2.2
COc1ccc(C(O)c2nc(-c3ccc(OC)c(OC)c3)cs2)cc1 (stereo not drawn)	2.5
COc1cccc(-c2cnc3c(NC(C)=O)cc(-c4ccc(S(C)(=O)=O)cc4)cn23)c1	2.6
CCOC(=O)[C@]12CCC=C1N(Cc1ccc(Cl)cc1Cl)C(=O)[C@H](CC(=O)NCC13CC4CC(CC(C4)C1)C3)C2	0.6
CC1(C(=O)NCc2ccc3c(c2)OCO3)CCN1C(=O)C1(c2ccc(Cl)cc2)CC1 (stereo not drawn)	3.0
Cc1cc(S(=O)(=O)NC(=O)[C@H]2O[C@@H](n3cnc4c(N)ncnc43)[C@H](O)[C@@H]2O)ccc1Br	0.4
COc1cc(NC(=O)[C@@H](Cc2ccccc2)NC(=O)[C@H]2O[C@@H](n3ccc(N)nc3=O)[C@H](O)[C@@H]2O)cc(OC)c1OC	3.0
COC(=O)[C@@]12C[C@@H](CC(=O)NCCc3ccccc3OC)C(=O)N(Cc3cccc4ccccc34)C1=CCC(C)(C)C2	1.5
OC[C@@H]1CN(Cc2ccc3c(c2)OCO3)C[C@H](n2cnc3c(N4CCCC4)ncnc32)O1	-0.2
CC(C)c1cc(Cn2c3ccccc3c(=O)n2C(C)Cn2cc(C3=CCCCC3)nn2)on1 (stereo not drawn)	0.9
CCC(C)(O)c1cnc(CC(C)C)c(=O)n1O (stereo not drawn)	-1.9
CC1(C(=O)NS(=O)(=O)c2cccs2)CCN1C(=O)C1(c2ccc(Cl)cc2)CCC1 (stereo not drawn)	2.3
CCCNC(=O)C1(C)CCCN(C(=O)c2ccccc2OC)C1 (stereo not drawn)	0.5
COC(=O)N1C[C@H](O)[C@H](O)C[C@@H]1c1ccccc1Br	2.2
Cn1cc(-c2ccc(C(=O)NCc3cccc(Cl)c3)c3occc23)cn1	2.3
CC(C)(C)c1ccc(CC(=O)N2CCC2(C)C(=O)NS(=O)(=O)Cc2ccccc2)cc1 (stereo not drawn)	4.2
C[C@@H]1CCCCO[C@H](CN(C)Cc2ccncc2)[C@@H](C)CN([C@H](C)CO)C(=O)c2cc(N(C)C)ccc2O1	1.5
COc1ccc(CN2C(=O)CSCC2(C)C(=O)NCc2ccccc2)cc1OC (stereo not drawn)	1.0
Cc1cc2c(c(=O)o1)[C@@]1(C(=O)Nc3ccccc31)C1=C(CCCC1=O)O2	2.7
CCC(=O)Nc1ccc(C(=O)Cn2nc(C(=O)O)c3ccccc3c2=O)cc1	1.6
